# TAG inh = inhibitors of triacylglycerol accumulation | AID 651582 | 230,000 tested, 0.66% active | inhibition, % at 12.5 µM | H9c2 cells, Nile Red lipid (TAG) fluorescence; cells loaded with 200 µM oleic acid;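 active = pattern-corrected inhibition of lipid staining of at least 50% with the nuclear-stain viability signal not falling by more than 50%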;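 also: 0% = DMSO wells and 100% = triacsin C control wells; some results filed as inactive read as strong as hits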
# TAG inh DAPI viability = further read-out of TAG inh, marked with its call; DAPI nuclei signal change (viability), lower = more cytotoxic, %;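 whole-well DAPI fluorescence read on a plate reader as a viability signal; minus 50 percent equals half of cells still viable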
# * = called active by the depositor. Not all compounds are listed; rates above refer to the full screens.
# Start of the data: the first 4 records, to show the layout:
SMILES,TAG inh,TAG inh DAPI viability
COc1ccccc1N1CCCSC1=Nc1ccccc1,-3,-2
COc1cccc(CNc2nc3cc(-c4ccsc4)sc3c(=O)n2C)c1OC,-10,5
O=[N+]([O-])CC(=Nc1ccc(Cl)cc1)N/N=C\c1oc(O)c2ccccc12,21,-16
CCC1Oc2ccc(C)cc2N(CC(=O)N(Cc2ccc(C)o2)C2CC(C)(C)NC(C)(C)C2)C1=O (configuration not stated),28,0

# This part in full, from the start:
SMILES,TAG inh,TAG inh DAPI viability
COc1ccccc1N1CCCSC1=Nc1ccccc1,-3,-2
COc1cccc(CNc2nc3cc(-c4ccsc4)sc3c(=O)n2C)c1OC,-10,5
O=[N+]([O-])CC(=Nc1ccc(Cl)cc1)N/N=C\c1oc(O)c2ccccc12,21,-16
CCC1Oc2ccc(C)cc2N(CC(=O)N(Cc2ccc(C)o2)C2CC(C)(C)NC(C)(C)C2)C1=O (configuration not stated),28,0
CC(N=C1NS(=O)(=O)c2ccccc21)C(=O)OCC(=O)N(C)C1CCS(=O)(=O)C1 (configuration not stated),-3,4
CN(Cc1c(F)cccc1Cl)C(=O)c1ccc(NC(=O)CC2SC(N3CCCC3)=NC2=O)cc1 (configuration not stated),13,-6
CCOc1ccc(N2C(=O)CC(N3CCN(c4ccc([N+](=O)[O-])cc4)CC3)C2=O)cc1 (configuration not stated),7,-9
Cc1cc(C(=O)OCC(=O)Nc2c(Cl)cccc2Cl)c(C)o1,12,0
Cc1ccc(C)c(-n2ccnc2SCC(N)=O)c1,2,-1
CC1(C)CC(=O)C(C=NCC2CCNCC2)=C(O)C1,-21,10
Cc1cc(C)cc(C(=O)N2CCCCC2)c1,94,-65
CSc1nnc(COc2ccc(C)cc2)n1N,4,2
CCN1CCN(CC(=O)Nc2ccc(Cl)c(Cl)c2)C(=O)C1=O,12,-7
COc1cccc(CNC(=O)CCC(=O)n2ncc3cc(C)ccc32)c1OC,6,-10
CCCCNc1nc2ccccc2n1CC(=O)Nc1c(C)cccc1CC,6,0
COc1ccc(C(=O)N2CCOC2CNC(=O)C(=O)NCCc2ccccc2OC)cc1 (configuration not stated),-15,-2
N#C/C(=C/c1ccc(Br)o1)C(N)=O,-11,8
CN(c1ccccc1)S(=O)(=O)c1cccc(NC(=O)c2ccc3ncsc3c2)c1,23,-2
Cc1cc(C)cc(NC(=O)c2ccc(NC3=NC4CS(=O)(=O)CC4S3)cc2)c1 (configuration not stated),-4,-3
O=C(CSc1ccc(Br)cc1)N1CCN(S(=O)(=O)c2ccccc2)CC1,10,-9
Cc1ccc(NC(=O)C(C)SCC(=O)Nc2ccc(F)cc2)cc1S(=O)(=O)N1CCOCC1 (configuration not stated),8,4
O=C(C[n+]1ccc(C(=O)NCc2ccccc2)cc1)c1ccc2c(c1)OCCO2,14,-10
CCOC(=O)C1(Cc2cccc(OC)c2)CCCN(C(=O)c2cc(C)on2)C1 (configuration not stated),21,-3
Cc1ccc(NC(=O)c2cc(C)nc3ccccc23)c(Br)c1,-19,-7
Cc1ccc(-c2nnc(CSc3nnc(COc4ccccc4)n3-c3ccc(C)cc3)o2)cc1,-3,7
COc1ccc(CNC(=O)CN2CCC(NC(=O)c3cccc(OC)c3)CC2)cc1,-7,2
Cc1ccc(C)c(NC(=O)CSc2nc3c(oc4ccccc43)c(=O)n2-c2ccccc2)c1,14,0
COc1ccccc1NS(=O)(=O)c1ccc(C)c(NC(=O)NCCCl)c1,13,-8
COc1ccc(-n2c(=O)c3c(C)c(C)sc3n(Cc3cccc(F)c3)c2=O)c(OC)c1,10,-7
CC1(C)Cc2c(sc(/N=C/N3CCOCC3)c2C#N)C(C)(C)N1,3,7
O=C(CN1CCN(S(=O)(=O)c2ccc(Br)cc2)CC1)Nc1ccc2c(c1)OCCO2,0,-12
CC(C)c1ccc(/C=C/C(=O)NCCCN2CCOCC2)cc1,-19,-1
CCCCCN1CC(O)=C(c2nc3ccccc3[nH]2)C1=N,-5,1
O=c1c2ccccc2nc2ccc(NCc3ccco3)nn12,14,-3
CC(C)CCNC(=O)C(=O)Nc1ccc2c(c1)N(S(=O)(=O)c1cccs1)CCC2,29,-23
Cn1nc(-c2ccccc2)c2cc(C(=O)O)sc21,3,-1
CCCn1ncc([C@@H]2C[C@H]3CN(Cc4cccc(Cl)c4)C(=O)[C@]34CCCN24)c1C,-5,3
O=C(CSc1n[nH]c(-c2ccccc2F)n1)NCC(=O)Nc1ccc(F)c(F)c1F,-6,0
CN(C)CCCNC(=O)CC1C[C@H](C(=O)N2CCCCC2)[C@@]2(CCc3ccccc3)c3[nH]c4ccccc4c3CCN2C1=O (some centres not stated),53*,-30*
O=C(/C=C/c1ccccc1)Nc1cccc(C(=O)N2CCCCC2)c1,-10,-12
COc1ccccc1NC(=O)Nc1cccc(C(=O)O)c1,17,-4
COc1ccccc1Cc1nc(-c2ccncc2)no1,-16,6
CC1=CC(C)(C)N2C(=O)C3(N=C(N)NC(Nc4ccccc4)=N3)c3cc(C)cc1c32 (configuration not stated),29,-4
O=c1c(-c2ccnn2-c2ccc(F)cc2)cnc2n1CCS2,-15,-4
O=C(OCC(=O)N1N=C(c2ccc(Cl)cc2)CC1c1ccco1)c1cccnc1 (configuration not stated),24,-3
Cc1ccc(S(=O)(=O)N2CCC(=O)N2)cc1,-8,2
Cc1cccc(OCC(=O)N(Cc2nnc(-c3ccccc3Cl)o2)C2CC2)c1,4,-9
COc1ccccc1N1CCN(C(=S)Nc2ccc3nc(N4CCOCC4)cc(C)c3c2)CC1,-11,27
CSc1ccccc1NC(=O)COC(=O)CCC(=O)c1ccc(F)cc1,-29,5
CC(C)C(N)c1csc(Nc2ccc(S(C)(=O)=O)cc2)n1 (configuration not stated),13,-5

# (list continues)
SMILES,TAG inh,TAG inh DAPI viability
Cc1nc(N)sc1C(=O)N1N=N1,7,-11
O=C1C2CCCCN2C(=O)N1CCCN1CCN(c2cccc(C(F)(F)F)c2)CC1 (configuration not stated),12,5
Cc1csc(SCC(=O)NC(C)c2ccccc2)n1 (configuration not stated),-1,-8
CCO[C@@H]1OC(C(=O)N2CCN(Cc3ccccc3)CC2)=C[C@H](c2ccc(Br)cc2)[C@H]1CCCO,15,8
Nc1c(N(Cc2ccccc2)C(=O)COc2ccc(F)cc2Cl)c(=O)[nH]c(=O)n1Cc1ccccc1,-16,0
NS(=O)(=O)c1ccc(N=Nc2c(=O)[nH]n3c(=O)c4c([nH]c23)CCCC4)cc1,6,-1
c1ccc2c(C3=NNC(=NC4CCCCC4)SC3)c[nH]c2c1,-4,30
COC(=O)c1cccc(C(=O)N2CCCC(C(=O)c3ccccc3OC)C2)c1 (configuration not stated),-14,1
Cc1ccc(C(=O)OCC(=O)NNC(=O)c2cccs2)c(O)c1,10,-2
CCCCc1nnc(SCc2ccc(OCC)cc2)n1N,-6,16

# Record cards (already shown):
# Entry for Cc1ccc(C(=O)OCC(=O)NNC(=O)c2cccs2)c(O)c1 : TAG inh: 10; TAG inh DAPI viability: -2
# Entry for CCCCc1nnc(SCc2ccc(OCC)cc2)n1N : TAG inh: -6; TAG inh DAPI viability: 16

# (list continues)
SMILES,TAG inh,TAG inh DAPI viability
COc1ccc(C(=O)NCc2nc3ccccc3[nH]2)cc1OC,-3,-5
CCC(=O)Nc1ccc(OCc2nc3ccccc3s2)cc1,-8,4
O=C(NCc1ccccc1C(F)(F)F)C1CC(O)CN1C(=O)Nc1ccccc1 (configuration not stated),10,-9
O=C1c2oc3ccccc3c(=O)c2C(c2cccc(O)c2)N1CCCN1CCOCC1 (configuration not stated),1,-5
CC(C)CCNC(=O)c1ccc2c(SCC(=O)O)c3c(nc2c1)CCC3,-3,5
O=C(NCCC1=CCCCC1)c1cc(S(=O)(=O)N2CCCCC2)ccc1Cl,6,-3
CCCCc1ccc(NC(=O)OC)cc1,-25,-8
COc1cc(C(=O)Nc2nc(C)cc(C)n2)cc(OC)c1OC,0,12
C=C(C)Cn1c2ccc(NC(=O)NCCc3ccccc3)cc2c(=O)n1C,21,25
O=C(NCCCN1CCC(Cc2ccccc2)CC1)C1CCN(S(=O)(=O)N2CCC3(CC2)OCCO3)CC1,7,6
O=C(CC(=O)c1ccccn1)c1ccccc1,15,-11
COc1cc(NC(=O)C(C)Oc2ccccc2)cc(OC)c1 (configuration not stated),-6,3
O=C(O)c1ccccc1-c1ccc([N+](=O)[O-])cc1Cl,0,-9
CCOC(=O)c1ccc(S(=O)(=O)Nc2cc(S(=O)(=O)Nc3ccc(OC)cc3)ccc2O)cc1,9,1
CC(C(=O)NC1CCCCCC1)N(c1ccccc1)S(C)(=O)=O (configuration not stated),-10,-6
Cc1ccc2nc(SCC(=O)N(C)C3CCS(=O)(=O)C3)[nH]c2c1 (configuration not stated),8,-3
NS(=O)(=O)c1ccc(CCNC(=O)c2ccc(S(=O)(=O)N3CCCCC3)cc2)cc1,0,-1
COc1ccc([C@H]2C[C@H](n3cc(-c4ccc(F)cc4)nn3)[C@@H](O)CN2C(=O)C2CCCCC2)cc1,-1,5
COc1ccc(-c2[nH]ncc2/C=N\NS(=O)(=O)c2ccccc2)cc1OC,5,4
CC(C)N(Cc1ccccc1)C(=O)COC(=O)c1cc(S(=O)(=O)N(C)C)ccc1N1CCCC1,19,-5

# Reprinted at random: 7 records from the list
SMILES,TAG inh,TAG inh DAPI viability
COc1ccc(-c2[nH]ncc2/C=N\NS(=O)(=O)c2ccccc2)cc1OC,5,4
CCOC(=O)c1ccc(S(=O)(=O)Nc2cc(S(=O)(=O)Nc3ccc(OC)cc3)ccc2O)cc1,9,1
O=C(O)c1ccccc1-c1ccc([N+](=O)[O-])cc1Cl,0,-9
Cc1ccc2nc(SCC(=O)N(C)C3CCS(=O)(=O)C3)[nH]c2c1 (configuration not stated),8,-3
NS(=O)(=O)c1ccc(CCNC(=O)c2ccc(S(=O)(=O)N3CCCCC3)cc2)cc1,0,-1
COc1cc(NC(=O)C(C)Oc2ccccc2)cc(OC)c1 (configuration not stated),-6,3
CC(C)N(Cc1ccccc1)C(=O)COC(=O)c1cc(S(=O)(=O)N(C)C)ccc1N1CCCC1,19,-5

# Later entries:
SMILES,TAG inh,TAG inh DAPI viability
CC(C)/C=C1\CC/C(=C\c2cccnc2)C1=O,-13,6
CC1(C)Cc2c(c(-c3ccccc3)nc(N3CCOCC3)c2C(N)=O)CO1,11,5
COc1ccc(CC(=O)OCC(=O)NC(=O)NC2CCCCC2)cc1,3,4
COc1ccc(C(c2c(NC(=O)c3ccco3)sc(C)c2C)N2CCOCC2)cc1OC (configuration not stated),0,-9
CC(CCC(=O)NN)C1CCC2C3CCC4CC(O)CCC4(C)C3CCC12C (configuration not stated),-7,-4
CN(CCCCCCCCCCN(C)C(=O)Oc1cccc([N+](C)(C)C)c1)C(=O)Oc1cccc([N+](C)(C)C)c1,-12,32
CCOc1ccc(N2CC(C(=O)Nc3cc(Cl)ccc3-n3cncn3)CC2=O)cc1 (configuration not stated),-3,4
CCOc1ccc(CN(CCO)CCO)cc1[N+](=O)[O-],-13,3
COC(=O)/C(C#N)=C/c1c(Oc2cc(C)cc(C)c2)nc2ccccn2c1=O,-26,18
O=C(NCc1ccccc1)C1=C[C@H](C2CCCCC2)C[C@H](OCCCCO)O1,2,-8
CC(C)C[C@H](NC(=O)c1[nH]cnc1C(=O)N[C@@H](Cc1ccccc1)C(=O)OC(C)(C)C)C(=O)OCc1ccccc1,5,25

# 4 of these compounds in a different format.
# The line under a structure holds: TAG inh, TAG inh DAPI viability
COc1cc(NC(=O)C(C)Oc2ccccc2)cc(OC)c1 (configuration not stated)
 : -6, 3
CCCCc1ccc(NC(=O)OC)cc1
 : -25, -8
O=C(NCc1ccccc1C(F)(F)F)C1CC(O)CN1C(=O)Nc1ccccc1 (configuration not stated)
 : 10, -9
N#C/C(=C/c1ccc(Br)o1)C(N)=O
 : -11, 8

# High-throughput results (PubChem)
